# From PubChem BioAssay
# BAZ2B block: qHTS Assay for Inhibitors of BAZ2B; Bromodomain adjacent to zinc finger domain protein 2B (Homo sapiens), Q9UIF8; AlphaScreen BAZ2B-H3K14Ac peptide displacement; Potency, µM (highest dose often 114 µM), for inactives: at the top dose activity change, negative = inhibition, actives largely listed as inhibitors; 360,000 tested, 4.4% active; further: on the % scale 0 is the no-effect control and ±100 the full control effect; nearly all actives have a fitted effect of over 60% in size
#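 AlphaScreen displacement: compounds (up to 110uM) incubated 30 min at room temperature with a preformed 50 nM BAZ2B/50 nM biotinylated H3K14Ac peptide complex in PBS pH 7.4 with Tween-20. Donor and acceptor beads at 10 ug/mL final added, 20 min light-protected before reading.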
# POLH inh: qHTS for Inhibitors of Polymerase Eta | recombinant Pol eta, fluorescent DNA replication assay | Potency, µM (top dose mostly 114 µM), inactives show top-dose activity change, negative = inhibition, hits mostly inhibitors | 390,000 tested, 1.2% active | AID 588591, 2011; further: on the % scale 0 is the no-effect control and ±100 the full control effect
#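 Pol eta at 10 nM preincubated with compounds 15 min at room temperature; reaction started with fluorescent substrate (50 nM final) and read kinetically at 0 and 10 min.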
# JMJD2A Tudor: qHTS Assay for Inhibitors of JMJD2A-Tudor Domain; 390,000 tested, 4.4% active; AlphaScreen JMJD2A-Tudor / H3K4me3 peptide binding; Potency, µM (top dose mostly 114 µM), for the others: top-dose activity change, negative = inhibition, hits mostly inhibitors; AID 504339, 2011; Lysine-specific demethylase 4A (Homo sapiens), O75164; further: on the % scale 0 is the no-effect control and ±100 the full control effect; nearly all actives have a fitted effect of over 50% in size
# G9a inh: qHTS Assay for Inhibitors of Histone Lysine Methyltransferase G9a. G9a H3K9 monomethylation, AlphaScreen, 2 h. Potency, µM (highest dose often 102 µM), inactives show top-dose activity, negative = inhibition, actives largely listed as inhibitors. 350,000 tested, 8.8% active; further: on the % scale 0 is the no-effect control and ±100 the full control effect; nearly all actives have a fitted effect of over 75% in size
# Target sequence (Q96KQ7 913-1193 limits assumed): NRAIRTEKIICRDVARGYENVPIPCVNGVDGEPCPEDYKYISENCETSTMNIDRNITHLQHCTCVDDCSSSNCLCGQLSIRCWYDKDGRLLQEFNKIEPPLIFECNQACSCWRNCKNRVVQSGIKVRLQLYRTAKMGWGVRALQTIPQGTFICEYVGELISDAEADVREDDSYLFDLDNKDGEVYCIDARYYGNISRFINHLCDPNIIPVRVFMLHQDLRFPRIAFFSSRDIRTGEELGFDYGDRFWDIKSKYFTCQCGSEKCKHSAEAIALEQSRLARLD
#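 Using a bead-based AlphaScreen, monomethylated H3K9 product from 2 h room-temperature reactions (G9a 20 nM, peptide 500 nM, SAM 20 uM) was detected with 0.5 ug/mL rabbit anti-H3K9me1 antibody.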
# POLB inh: qHTS Assay for Inhibitors of DNA Polymerase Beta | Pol beta primer extension/strand displacement, fluorescence kinetic | Potency, µM (series often up to 114 µM), for the others: at the top dose activity change, negative = inhibition, actives largely listed as inhibitors | 340,000 tested, 1.3% active | AID 485314, 2010; further: on the % scale 0 is the no-effect control and ±100 the full control effect
#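 Pol beta (10 nM) was preincubated with compound for 15 min at room temperature. The reaction was then started with 50 nM substrate and read immediately and after a further 10 min at room temperature.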
# APEX1 inh: qHTS Assay for Inhibitors of the Human Apurinic/apyrimidinic Endonuclease 1 (APE1); DNA repair nuclease/redox regulator APEX1 (Homo sapiens), P27695; recombinant APE1, TAMRA/BHQ-2 abasic DNA cleavage fluorescence; Potency, µM (top dose mostly 65.8 µM), inactives show at the highest dose activity change, negative = inhibition, usual class: inhibitors; 350,000 tested, 0.35% active;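 further: plate controls were vehicle for no effect and reference inhibitor for full effect; nearly all actives have a fitted effect of over 55% in size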
#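 Kinetic fluorescence read (525 ex/598 em nm, three reads 60 s apart) of AP-site incision; signal = third minus first read. Enzyme 0.75 nM, dual-labelled THF duplex 50 nM, compound preincubation 15 min RT.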
# POLI inh: qHTS for Inhibitors of Polymerase Iota; DNA polymerase iota (Homo sapiens), Q9UNA4; Pol iota fluorescent replication assay, 10 min; Potency, µM (titrated, usually from 115 µM), for the others: top-dose activity, negative = inhibition, hits mostly inhibitors; 390,000 tested, 1% active; AID 588590, 2011
#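 Fluorescent replication assay read twice, at 0 min and 10 min after adding 50 nM (final) substrate. Enzyme (10 nM) and compounds were first incubated 15 min at room temperature; enzyme-free buffer wells were negative controls.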
# POLK inh: qHTS for Inhibitors of Polymerase Kappa; purified Pol kappa, fluorescent DNA synthesis assay, 10 min; Potency, µM (series often up to 107 µM), without a hit: top-dose activity, negative = inhibition, usual class: inhibitors; 400,000 tested, 0.53% active; AID 588579, 2011; DNA polymerase kappa (Homo sapiens), Q9UBT6; further: on the % scale 0 is the no-effect control and ±100 the full control effect
# Target sequence (Q9UBT6 whole entry, looked up): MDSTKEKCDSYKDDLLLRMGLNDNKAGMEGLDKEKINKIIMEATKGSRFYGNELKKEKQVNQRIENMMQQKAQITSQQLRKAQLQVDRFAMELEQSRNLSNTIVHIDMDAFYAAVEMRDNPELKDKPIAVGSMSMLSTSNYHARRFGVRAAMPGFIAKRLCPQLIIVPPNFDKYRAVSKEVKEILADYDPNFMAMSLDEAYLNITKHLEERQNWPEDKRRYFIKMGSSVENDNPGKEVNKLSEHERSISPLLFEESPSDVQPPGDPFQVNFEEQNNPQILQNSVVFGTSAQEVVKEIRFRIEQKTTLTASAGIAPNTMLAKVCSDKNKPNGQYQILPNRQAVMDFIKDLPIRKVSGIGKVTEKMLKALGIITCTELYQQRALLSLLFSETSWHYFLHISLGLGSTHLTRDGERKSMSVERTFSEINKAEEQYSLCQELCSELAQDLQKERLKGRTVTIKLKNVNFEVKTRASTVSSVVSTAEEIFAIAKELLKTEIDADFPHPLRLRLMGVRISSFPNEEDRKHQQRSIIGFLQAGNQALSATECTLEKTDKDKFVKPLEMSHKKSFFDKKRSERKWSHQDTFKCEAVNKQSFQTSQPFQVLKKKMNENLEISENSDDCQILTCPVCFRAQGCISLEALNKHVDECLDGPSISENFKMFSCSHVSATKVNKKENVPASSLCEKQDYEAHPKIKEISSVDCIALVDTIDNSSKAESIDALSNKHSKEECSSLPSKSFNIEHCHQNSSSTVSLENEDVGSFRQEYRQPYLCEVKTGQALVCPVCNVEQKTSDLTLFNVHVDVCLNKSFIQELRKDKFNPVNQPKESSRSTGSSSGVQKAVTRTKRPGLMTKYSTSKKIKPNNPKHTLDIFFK
#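 Pol kappa 10 nM + cpd, 15 min RT; start w/ substrate 50 nM final; fluorescence kinetic read, 0 and 10 min. Neg ctrl: buffer, no enzyme.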
# BLM helicase inh: qHTS Assay for Inhibitors of Bloom's syndrome helicase (BLM); RecQ-like DNA helicase BLM (Homo sapiens), P54132; recombinant BLM DNA unwinding, fluorescence dequenching; Potency, µM (titrated, usually from 56.1 µM), for the others: at the top dose activity change, negative = inhibition, most hits filed as inhibitors; 350,000 tested, 0.2% active; AID 2528, 2010;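 further: plate controls were vehicle for no effect and no enzyme for full effect; nearly all actives have a fitted effect of over 35% in size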
# * = called active by the depositor; i = inactive; ? = inconclusive; . = no result given; [ ] = another dose, or the depositor's remark. The call rests on the fitted dose curve; in most records, active means well fitted curve in the direction sought with a large enough effect; inconclusive means small, poorly fitted or top-dose-only effect, or another doubt; inactive means no such curve, though single readings can be large; an effect the other way counts as inactive or inconclusive. Potency means the concentration at half of the fitted maximal effect.
# Values in the order: JMJD2A Tudor	APEX1 inh	POLK inh	G9a inh	POLI inh	POLH inh	POLB inh	BLM helicase inh	BAZ2B block
COc1ccccc1-c1noc(-c2ccc(N3CCN(C)CC3)c([N+](=O)[O-])c2)n1
 : -2%	.	-3%	3%[59 µM]	-5%	-16%	-1%	-4%	1%
O=C(NCc1ccc(OC(F)(F)F)cc1)C12CN(Cc3ccccc3)CC1C(c1cccc([N+](=O)[O-])c1)=NO2 (stereo unspecified)
 : -33%	14%	-7%	?	-9%	-10%	9%	1%	-12%
O=C(NCCc1ccccc1)c1cccc(NC(=O)C2CCCCC2)c1
 : 0%	.	-11%	.	-38%	-11%	.	.	.
COc1ccccc1C(=O)NC(=O)COC(=O)c1ccco1
 : -13%	43%	5%	?	38%[activator]	-6%	.	.	-18%
COc1ccc(S(=O)(=O)NC(C)C(=O)NCCN2CCOCC2)cc1Cl (stereo unspecified)
 : -10%	-15%	-12%	-3%	45%[activator]	-9%	25%	0%	5%
CC1(C)CC(=O)C2=C(C1)N(c1cccnc1)C(N)=C(C#N)C2c1cccs1 (stereo unspecified)
 : -11%	6%	-5%	-15%[59 µM]	63%[activator]	-9%	10%	-10%	-4%
COc1ccc(N)c(C)c1
 : ?	1%	-16%	.	24%	-16%	.	.	.
Cc1cccc(CN2C(=O)N/C(=C/c3ccc(C)s3)C2=O)c1
 : 3%	0%	-3%	1%[12.7 µM]	12%	-13%	-19%	-2%	5%
Cc1cc(NC(=O)CCC(=O)N(CCC(C)C)C(C(=O)NCC2CCCO2)c2ccccc2C)no1 (stereo unspecified)
 : -14%	41%[activator]	-9%	-10%	87%[activator]	-10%	26%	-4%	-5%
Cc1ccc(S(=O)(=O)N2CCN(CC(=O)Nc3ccccc3C(=O)NC3CC3)CC2)cc1
 : 1%	-2%	-6%	1%	4%	-15%	.	.	5%
O=C(c1ccco1)N1N=C(c2ccccc2)CC1c1ccc2nccnc2c1 (stereo unspecified)
 : -11%	4%	-3%	-27%	78%[activator]	-12%	-2%	-2%	-31%
CCc1c(C)nc2nc(NC(C)=O)[nH]n2c1=O
 : -28%	1%	-11%	?	-6%[58.9 µM]	-4%	0%	-8%	-10%
O=C(NCc1ccc(S(=O)(=O)NC2CCCCC2)s1)c1ccccc1
 : 1%	-3%	6%	?	32%[activator]	-18%	1%	-2%	-10%
Cn1cc(S(=O)(=O)c2ccccc2)c(=O)c2cc(Cl)ccc21
 : ?	?	1%	.	8%	-2%	31%	0%	-13%
CC(C)(C)n1nnnc1CN(Cc1cccnc1)Cc1ccccc1Cl
 : 12%[11.4 µM]	16%	-5%	14%[12.7 µM]	?	-5%	13%	5%	5%
CC(C)CNC(=O)c1cc(-c2ccc(Br)cc2)on1
 : -10%	8%	-2%	-43%[59 µM]	11%	-6%	34%	-4%	8%
CCOC(=O)c1c(NC(C)=O)c2c3c(sc2n1Cc1cc(C)ccc1C)CCCC3
 : -13%	.	0%	5%[59 µM]	-27%	.	35%	-3%	4%
Cc1nc2nc(-c3cccs3)cn2nc1C
 : -8%[57.1 µM]	2%	4%	-12%[59 µM]	35%[activator]	-11%	-20%	-2%	10%
CCCn1c(N)c(C(=O)CSc2nnc(C3CC3)n2-c2ccccc2)c(=O)[nH]c1=O
 : -1%	10%	-4%	19%[59 µM]	38%	-8%	.	.	6%
COc1ccc2nc(SC)cc(C)c2c1
 : 31%	14%	-16%	.	-5%[58.9 µM]	-9%	34%[activator]	0%	9%

# Carrying on:
# Values in the order: JMJD2A Tudor	APEX1 inh	POLK inh	G9a inh	POLI inh	POLH inh	POLB inh	BLM helicase inh	BAZ2B block
COC(=O)c1c(NC(=O)CC2Nc3cc(C)c(C)cc3NC2=O)sc(C)c1C (stereo unspecified)
 : -12%	1%	-2%	20µM*	-14%	-13%	-6%[57.1 µM]	-2%	0%
O=c1cc[nH]c2cccc(Cc3ccccc3)c12
 : -18%	18%	-4%	11%[0.0925 µM]	i	6%	38%	-3%	3%
CC(=O)Nc1nc(COc2ccccc2)cs1
 : -5%	-1%	0%	0%[59 µM]	?	-14%	29%	-1%	-5%
COc1ccc(NC(=O)CSCc2cc(=O)n3c(C)csc3n2)cc1
 : -14%	24%	14%	4%	-8%	-8%	-14%	1%	-21%
O=C(Cc1c(O)c2ccccc2[nH]c1=O)OC1CCCCC1
 : 0%	-2%	-1%	-9%[59 µM]	-1%	-4%	1%	0%	19%
Cc1cccn2c(CNCC3OCCc4ccccc43)c(C(=O)N3CCCCC3)nc12 (stereo unspecified)
 : -23%	-3%	0%	.	10%	-19%	0%	-2%	-7%
COc1cc2c3nnc(-c4ccc(F)cc4)c-3cn(Cc3ccc(F)cc3)c2cc1OC
 : -23%	2%	-6%	50µM*	-5%	-7%	5%	1%	-2%
COc1cccc(C(=O)NC2(C(F)(F)F)C(=O)Nc3c2c(=O)[nH]c(=O)n3-c2ccc(C)cc2)c1 (stereo unspecified)
 : -7%	.	-1%	-1%[59 µM]	-20%	-7%	1%	-3%	1%
Cc1cc(C)c(S(=O)(=O)c2ccccc2)c(N(C)C)n1
 : 2%	1%	-4%	26%[2.33 µM]	14%	-18%	9%	2%	-1%
O=C(c1cccc([N+](=O)[O-])c1)N1CCN(Cc2ccccc2)CC1
 : -19%	73%[activator]	-10%[60.1 µM]	16%	17%	-3%	-1%	-1%	21%
CCCOc1cccc(C(=O)Nc2cc(-c3nc4ccccc4[nH]3)ccc2C)c1
 : -33%	.	-15%	-43%[59 µM]	-4%	-21%	5%	-9%	?
O=C(COC(=O)c1c[nH]c2ccccc12)NC1CCCC1
 : -9%	-6%	-16%	-9%[12.7 µM]	-3%	-1%	.	.	-5%
CCCCn1c(=S)[nH]c2ncccc2c1=O
 : -8%	1%	-11%	18%[2.33 µM]	47%[activator]	2%	38%	1%	12%
CCOc1ccccc1NS(=O)(=O)c1c(C)noc1C
 : -10%	12%	-21%	?	0%	0%	1%	3%	7%
CC(=O)c1ccc(Nc2c([N+](=O)[O-])ccc3nonc23)cc1
 : -19%	6%	0%	20%	11%	-4%	0%	0%	-24%
Cc1nc2c(-c3ccc(F)cc3)cnn2c(N)c1-c1ccc(F)cc1
 : 7%	-5%	-10%	49%[activator]	-2%	-13%	-26%	-21%	22%
Cc1cccc(C(CC(=O)NCCc2ccccc2)c2ccccc2)c1O (stereo unspecified)
 : -2%	-6%	-11%	3%	16%	-10%	1%	-9%	-2%
COc1cccc(C(=O)OCn2nnc3ccccc3c2=O)c1OC
 : -8%	-2%	13%	26%[12.7 µM]	23%	-11%	1%	0%	9%
Cc1ccc(C)c(NC(=O)CN(C)C(=O)CSCc2c(C)noc2C)c1
 : -4%	29%	-3%	32µM*	9%	-16%	.	.	11%
COc1ccccc1N1CCN(C(=O)c2cccc(N3C(=O)C4C5C=CC(C5)C4C3=O)c2)CC1 (stereo unspecified)
 : -14%	19%	-7%	22%	22%	-11%	8%	-1%	-13%

# Later entries.
# Values in the order: JMJD2A Tudor	APEX1 inh	POLK inh	G9a inh	POLI inh	POLH inh	POLB inh	BLM helicase inh	BAZ2B block
COc1ccc(/C=N/NS(C)(=O)=O)c(OC)c1
 : -9%	-3%	-20%	-6%[59 µM]	6%	-9%	3%	3%	-3%
O=C(N/N=C/c1cccnc1)c1ccc([N+](=O)[O-])cc1
 : -9%	2%	7%	-24%	1%	-13%	14%	0%	1%
COc1cccc(NC(=O)Nc2nccc(C)n2)c1
 : -18%	0%	-2%	15%	-27%	3%	12%	1%	-1%
Cn1c(=O)oc2cc(S(=O)(=O)NC(Cc3ccccc3)C(=O)NCc3ccc(F)cc3)ccc21 (stereo unspecified)
 : 2%	.	3%	5%[59 µM]	8%	0%	26%	0%	-25%
O=CN/N=C/c1c(O)ccc2ccccc12
 : -6%	-3%	0%	19%[59 µM]	-7%	-10%	6%	-1%	-1%
COc1ccc(NC(=O)Cn2c(=O)cnc3ccccc32)cc1S(=O)(=O)N1CCCCC1
 : -11%	-4%	1%	?	20%	-11%	.	.	8%
COc1ccc(NC(=O)CSc2nc(=O)n(CCN3CCOCC3)c3c2CCC3)cc1
 : -10%	9%	-3%	-2%[59 µM]	22%	-2%	.	.	-5%
CCn1c(O)c(C=NCCN2CCOCC2)sc1=S
 : -2%	-2%	0%	11%[2.33 µM]	16%	-16%	1%	-4%	9%
CCn1c(-c2nn(-c3ccc(C)cc3)ccc2=O)n[nH]c1=S
 : 7.9µM*	8%	-10%	?	14%	1%	15%	-4%	-38%
CC1CCCC(C)N1CCCNC(=O)c1ccc2nc(N3CCCCC3)sc2c1 (stereo unspecified)
 : -23%	-1%	-4%	.	4%	-9%	-4%	2%	-2%
COc1ccc(N(C)S(=O)(=O)c2c(C)noc2C)c(OC)c1
 : 6%	5%	-9%	-14%	15%	-5%	12%	-12%	-2%
Cc1ccccc1NC(=O)CN1C(=O)NC2(CCCCCCC2)C1=O
 : -10%	41%	1%	?	12%	-14%	.	.	0%
COc1ccc([C@H]2CC(=O)C=C(/C=C/c3ccc(C(F)(F)F)cc3)C2)cc1
 : -30%	3%	-18%	14%[2.33 µM]	-6%	-7%	.	.	-6%

# Reprinted at random: three records from the list
# Values in the order: JMJD2A Tudor	APEX1 inh	POLK inh	G9a inh	POLI inh	POLH inh	POLB inh	BLM helicase inh	BAZ2B block
O=C(c1ccco1)N1N=C(c2ccccc2)CC1c1ccc2nccnc2c1 (stereo unspecified)
 : -11%	4%	-3%	-27%	78%[activator]	-12%	-2%	-2%	-31%
Cn1cc(S(=O)(=O)c2ccccc2)c(=O)c2cc(Cl)ccc21
 : ?	?	1%	.	8%	-2%	31%	0%	-13%
Cc1ccc(C)c(NC(=O)CN(C)C(=O)CSCc2c(C)noc2C)c1
 : -4%	29%	-3%	32µM*	9%	-16%	.	.	11%

# Single entries from the entries so far.
# Result of `Cn1c(=O)oc2cc(S(=O)(=O)NC(Cc3ccccc3)C(=O)NCc3ccc(F)cc3)ccc21` (stereo unspecified) in POLI inh: 8%
# Result of `CC1CCCC(C)N1CCCNC(=O)c1ccc2nc(N3CCCCC3)sc2c1` (stereo unspecified) in JMJD2A Tudor: -23%

# These rows are one share of the data, so the mix of outcomes need not match the whole.
